Screening results: PubChem BioAssay, National Center for Advancing Translational Sciences (NCATS)
EPAC2 agonist: agonists of human EPAC2 (RAPGEF4); Q8WZA2; EPAC2 activation, biochemical qHTS; response scale: 100% = 6.5 mM cAMP response; Potency, µM (highest dose often 154 µM), for the others: at the highest dose activation, actives largely listed as activators; actives 0.079% (n = 360,000); further: potency means the concentration at half of the fitted maximal effect; nearly all actives have a fitted effect of over 50% in size
Target sequence (Q8WZA2 whole entry, looked up): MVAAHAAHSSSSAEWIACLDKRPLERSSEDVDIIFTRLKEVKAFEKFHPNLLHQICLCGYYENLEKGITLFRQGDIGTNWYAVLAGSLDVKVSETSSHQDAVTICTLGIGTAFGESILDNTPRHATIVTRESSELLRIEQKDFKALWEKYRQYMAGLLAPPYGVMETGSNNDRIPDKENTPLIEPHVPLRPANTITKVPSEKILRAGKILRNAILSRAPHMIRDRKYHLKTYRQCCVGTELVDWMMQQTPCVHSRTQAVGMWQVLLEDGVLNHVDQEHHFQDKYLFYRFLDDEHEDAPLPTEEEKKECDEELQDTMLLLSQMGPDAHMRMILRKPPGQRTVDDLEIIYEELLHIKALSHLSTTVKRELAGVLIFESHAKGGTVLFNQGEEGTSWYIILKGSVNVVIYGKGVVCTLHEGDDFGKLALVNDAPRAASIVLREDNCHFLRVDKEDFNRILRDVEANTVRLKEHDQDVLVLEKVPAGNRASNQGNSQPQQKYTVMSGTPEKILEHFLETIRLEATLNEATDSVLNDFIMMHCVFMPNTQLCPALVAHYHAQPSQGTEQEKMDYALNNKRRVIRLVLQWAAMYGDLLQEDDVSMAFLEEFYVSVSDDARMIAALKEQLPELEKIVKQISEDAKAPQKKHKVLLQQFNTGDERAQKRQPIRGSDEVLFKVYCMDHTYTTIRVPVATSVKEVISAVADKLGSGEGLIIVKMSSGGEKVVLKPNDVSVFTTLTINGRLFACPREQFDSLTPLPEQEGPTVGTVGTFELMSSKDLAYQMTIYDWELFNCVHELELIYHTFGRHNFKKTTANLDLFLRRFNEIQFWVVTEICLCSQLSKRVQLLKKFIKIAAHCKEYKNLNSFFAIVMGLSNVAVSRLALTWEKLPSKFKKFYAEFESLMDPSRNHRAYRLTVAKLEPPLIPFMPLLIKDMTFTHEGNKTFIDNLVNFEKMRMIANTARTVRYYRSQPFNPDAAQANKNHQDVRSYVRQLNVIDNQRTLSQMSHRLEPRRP
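EPAC2 (100 nM) mixed with Rap1B loaded with BODIPY-GDP (250 nM) plus 50 uM unlabeled GDP; compounds pinned in, 5 min RT, then read every 5 min for 30 min (ex 480, em 540 nm). Normalized to cAMP control.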
EPAC2 antag: blocks human EPAC2 exchange factor. Q8WZA2. EPAC2 GEF exchange of Rap1B-BODIPY-GDP, fluorescence. Potency, µM (series often up to 114 µM), inactives show top-dose activity, negative = inhibition, most hits filed as inhibitors. actives 0.18% (n = 360,000); further: potency means the concentration at half of the fitted maximal effect; on the % scale 0 is the no-effect control and ±100 the full control effect; nearly all actives have a fitted effect of over 45% in size; many of its hits are not listed in these tables
D3 ag: activates the human D3 dopamine receptor. P35462. D3R DiscoveRx beta-arrestin cells, luminescence, 90 min. max activation, %. actives 0.58% (n = 410,000); in the data active means max activation above about 30%; further: 0% is about no effect; mostly tested at two doses, the higher about 12 µM
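Agonist-mode cell screen: cells plated at 1500/well and incubated overnight at 37 °C, then exposed to library compounds for 90 min at 37 °C. Detection reagent was added for 30–60 min at room temperature, and luminescence was read.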
D3 antag: antagonists of human D3 dopamine receptor. max response, negative = inhibition, %. D3R cells, DiscoveRx beta-arrestin luminescence, antagonist mode; hits give low values. AID 652054. actives 2.5% (n = 360,000). P35462; in the data active means max response below about -50%; inconclusive means no clear call, values can overlap the other calls; further: on the % scale 0 is the no-effect control and ±100 the full control effect; mostly tested at two doses, the higher about 12 µM
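Cells plated overnight at 1500 cells/well, then exposed to library compounds with dopamine controls for 90 minutes at 37 degrees C. DiscoveRx reagent added for 30–60 minutes at room temperature; luminescence read, quantitative HTS format.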
aSyn rescue: rescues yeast growth from alpha-synuclein toxicity; Yeast expressing alpha-synuclein, growth rescue, BacTiter-Glo, 24 h; Potency, µM (top dose mostly 46.1 µM), without a hit: at the top dose growth rescue (activation), actives largely listed as activators; actives 0.14% (n = 370,000); further: potency means the concentration at half of the fitted maximal effect; % of control where 0% means no effect; nearly all actives have a fitted effect of over 65% in size
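Rescue of yeast growth: cells expressing toxic alpha-synuclein, induced in galactose at OD600 0.02, incubated with compound 24 h at 30 C. ATP luminescence quantified growth; inhibitors of toxicity appear as activators.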
FUS yeast rescue: rescues growth of FUS-expressing yeast; Potency, µM (series often up to 76.6 µM), without a hit: top-dose growth rescue (activation), usual class: activators; S. cerevisiae FUS-expressing, growth rescue, OD600, 24 h; actives 0.24% (n = 390,000);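 further: potency means the concentration at half of the fitted maximal effect; plate controls were DMSO vehicle for no effect and reference control for full effect; nearly all actives have a fitted effect of over 55% in size; some results filed as inactive show a strong effect at the top dose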
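Toxicity suppression screen in FUS-yeast. Cells induced with 2% galactose, starting OD 0.005, treated 24hr at 30C with compounds at multiple final concentrations; growth by OD600.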
Abeta rescue: compounds reversing amyloid beta toxicity in yeast. yeast expressing A-beta42, growth rescue, OD600, 48 h; response scale: 0% DMSO, 100% iron-clioquinol control. Potency, µM (doses to about 46.1 µM), for inactives: at the highest dose growth rescue, hits mostly activators. actives 0.063% (n = 410,000). AID 1347071; further: potency means the concentration at half of the fitted maximal effect; nearly all actives have a fitted effect of over 55% in size
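Yeast growth medium received pinned compounds, then yeast cells expressing toxic A-beta were added; plates incubated at 30 C for 48 hr. Growth read as absorbance at 600 nm, normalized to DMSO and equimolar FeCl3 plus clioquinol controls.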
TDP43 rescue: inhibitors of TDP-43 toxicity in yeast; TDP-43 expressing yeast growth rescue, BacTiter-Glo, 24 h; Potency, µM (titrated, usually from 46.1 µM), inactives show at the top dose growth rescue (activation), most hits filed as activators; actives 1.8% (n = 410,000); AID 652104; further: potency means the concentration at half of the fitted maximal effect; % of control where 0% means no effect; nearly all actives have a fitted effect of over 50% in size
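Readout is BacTiter-Glo luminescence of cell growth, so inhibitors register as activators. TDP-43-expressing yeast at OD600=0.02 in galactose medium, after raffinose pregrowth to mid-log, were incubated with compound for 24 hr at 30 deg C.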
* = called active by the depositor; [ ] = dose if it differs, or a comment. Unless noted, the call rests on the fitted dose curve; in most records, active means well fitted curve in the direction sought with a large enough effect; inconclusive means small, poorly fitted or top-dose-only effect, or another doubt; inactive means no such curve, though single readings can be large; an effect the other way counts as inactive or inconclusive. A portion of the library; count on the stated rates, not on these rows.

`CC(=O)c1ccc(OCCCC(=O)Nc2ccc(Cl)c(S(=O)(=O)N3CCOCC3)c2)cc1` gave EPAC2 agonist 9%, EPAC2 antag -11%, D3 ag 2, D3 antag 19, aSyn rescue 0%, FUS yeast rescue -11%, Abeta rescue -5% and TDP43 rescue 8%.
Screening Cc1c(NC(=O)Nc2ccc(F)cc2F)c(=O)n(-c2ccccc2)n1C returned EPAC2 agonist 10%, EPAC2 antag -3%, D3 ag 4, D3 antag -6, aSyn rescue -10%, FUS yeast rescue -12%, Abeta rescue 4% and TDP43 rescue 3%.
`COc1ccc(Cl)cc1NC(=O)c1cccc(S(=O)(=O)Nc2c(C)n(C)n(-c3ccccc3)c2=O)c1` gave EPAC2 agonist 3%, EPAC2 antag -11%, D3 ag -5, D3 antag 7, aSyn rescue 5%[1.84 µM], FUS yeast rescue 20%, Abeta rescue 3% and TDP43 rescue 10%.
`CCOC(=O)C1(CCOc2ccccc2)CCN(C(=O)c2ccc(-n3cccn3)cc2)CC1` gave EPAC2 agonist 15%, EPAC2 antag -22%, D3 ag 0, D3 antag 0, aSyn rescue 4%, FUS yeast rescue inconclusive, Abeta rescue -2% and TDP43 rescue -24%.
For Cc1onc(-c2ccccc2Cl)c1C(=O)OCC(=O)c1c(N)n(C)c(=O)n(C)c1=O the results were EPAC2 agonist 3%, EPAC2 antag 3%, D3 ag -8, D3 antag 7, aSyn rescue 6%, FUS yeast rescue 16%, Abeta rescue -3% and TDP43 rescue -13%.
`O=C(NNC(=O)c1ccc2ccccc2c1)c1ccc(Cl)c(Cl)c1` gave EPAC2 agonist 15%, EPAC2 antag 12%, D3 ag -7, D3 antag -7, aSyn rescue -3%, FUS yeast rescue -6%, Abeta rescue -9% and TDP43 rescue -17%.
For CCOc1ccc(NC(=O)CN(C)C(=O)CCSc2ccc(F)cc2)cc1OCC the results were EPAC2 agonist 6%, EPAC2 antag -2%, D3 ag 3, D3 antag 15, aSyn rescue 1%, FUS yeast rescue 13%, Abeta rescue 14% and TDP43 rescue 13%.
Screening O=C(CSc1ccccn1)N/N=C/c1cc([N+](=O)[O-])ccc1O returned EPAC2 agonist 3%, EPAC2 antag 16%, D3 ag -9, D3 antag -15, aSyn rescue inconclusive, FUS yeast rescue -5%, Abeta rescue -30% and TDP43 rescue inconclusive.
For COc1ccc(S(=O)(=O)N(C)CC(=O)N2CCCC2)cc1 the results were EPAC2 agonist 3%, EPAC2 antag 0%, D3 ag -7, D3 antag 8, aSyn rescue -4%, FUS yeast rescue 2%, Abeta rescue 9% and TDP43 rescue 7%.
For NC(=O)c1ccc(Oc2ccc3ccc(=O)oc3c2)c([N+](=O)[O-])c1 the results were EPAC2 agonist -9%, EPAC2 antag -3%, D3 ag 3, D3 antag 9, aSyn rescue 0%, FUS yeast rescue -6%, Abeta rescue -10% and TDP43 rescue 1%.
For COc1cc(-c2nnc(SCC(=O)N3CCCc4ccccc43)o2)cc(OC)c1OC the results were D3 ag 15, FUS yeast rescue inconclusive, Abeta rescue 5% and TDP43 rescue 28%.
`C/C(=N\NC(N)=S)C1C2C3CC4C5CC(C42)C1C53` (stereo unspecified) gave EPAC2 agonist 2%, EPAC2 antag -6%, D3 ag -1, D3 antag inconclusive, aSyn rescue 1%, FUS yeast rescue 11%, Abeta rescue inconclusive and TDP43 rescue 14µM*.
Screening CC(C)(C)C(=O)Nc1ccc(-c2cn3cccnc3n2)cc1 returned EPAC2 agonist -3%, EPAC2 antag 1%, D3 ag 3, D3 antag -13, aSyn rescue 3%, FUS yeast rescue -9%, Abeta rescue 4% and TDP43 rescue -3%.
For COc1cc(OC)cc(C2=Cc3ccc(OC)cc3C(CC(C)=O)N2c2ccc(-c3cncnc3)cc2)c1 (stereo unspecified) the results were EPAC2 agonist 17%, EPAC2 antag -18%, D3 ag -6, D3 antag -24, aSyn rescue 9%, FUS yeast rescue inconclusive, Abeta rescue 3% and TDP43 rescue 29%.
`O=C(O)C1Nc2c(O)cc(Cl)c([N+](=O)[O-])c2C2C=CCC12` (stereo unspecified) gave EPAC2 agonist 15%, EPAC2 antag -17%, D3 ag -1, D3 antag -8, aSyn rescue 0%, FUS yeast rescue -2%, Abeta rescue 6% and TDP43 rescue 21%.
`COc1ccc(C(=O)N2CCN(CCNC(=O)C(=O)Nc3ccc(F)cc3)CC2)cc1OC` gave EPAC2 agonist 1%, EPAC2 antag -3%, D3 ag 8, D3 antag 3, aSyn rescue 4%, FUS yeast rescue -7%, Abeta rescue 6% and TDP43 rescue 2%.
Cc1ccc2[nH]cc(C(c3ccccc3)c3ccc(C)s3)c2c1 (stereo unspecified) was read as D3 ag -9, FUS yeast rescue 12%, Abeta rescue 10% and TDP43 rescue 20%.
Screening CCCCn1c(SCC(=O)NC(=O)NCc2ccco2)nc2cc(S(N)(=O)=O)ccc21 returned EPAC2 agonist -2%, EPAC2 antag 1%, D3 ag 11, D3 antag 9, aSyn rescue 3%, FUS yeast rescue 23%, Abeta rescue 11% and TDP43 rescue -15%.
For O=C(NCCCN1CCCC1=O)Nc1cc(Cl)ccc1Cl the results were EPAC2 agonist 16%, EPAC2 antag 2%, D3 ag -11, D3 antag -13, aSyn rescue 0%, FUS yeast rescue -5%, Abeta rescue 6% and TDP43 rescue 15%.
Screening Cc1ccc(-n2c(=O)cc(N3CC(C)OC(C)C3)[nH]c2=O)cc1 (stereo unspecified) returned EPAC2 agonist 3%, EPAC2 antag 14%, D3 ag 1, D3 antag 1, aSyn rescue -5%, FUS yeast rescue -26%, Abeta rescue -19% and TDP43 rescue 14%.
For CCCOc1ccc(F)cc1-c1cc(C(=O)NC2CCCCC2)[nH]n1 the results were EPAC2 agonist 9%, EPAC2 antag 3%, D3 ag -19, D3 antag -102*, aSyn rescue 0%, FUS yeast rescue inconclusive, Abeta rescue 11% and TDP43 rescue inconclusive.
`CC(C)n1cc(CN2CCCC(CO)(Cc3cccc(Cl)c3)C2)cn1` (stereo unspecified) gave EPAC2 agonist 9%, EPAC2 antag 3%, D3 ag -15, D3 antag -23, aSyn rescue 0%, FUS yeast rescue 17%, Abeta rescue 0% and TDP43 rescue -3%.
For CCOc1cc(C(=O)N(Cc2ccccc2)c2ccc(C)cc2)ccc1OCC(=O)N1CCOCC1 the results were EPAC2 agonist 2%, EPAC2 antag -7%, D3 ag -9, D3 antag 16, aSyn rescue 9%, FUS yeast rescue 41%, Abeta rescue 6% and TDP43 rescue 15%.
`COc1ccccc1CNC(=O)CCCOc1cc(=O)n(C)c2ccccc12` gave EPAC2 agonist 2%, EPAC2 antag 2%, D3 ag -6, D3 antag 6, aSyn rescue 1%, FUS yeast rescue 6%, Abeta rescue 3% and TDP43 rescue 7%.
Screening O=C1CCC(C(=O)N2CCCC2)CN1Cc1cccc(C(F)(F)F)c1 (stereo unspecified) returned EPAC2 agonist 1%, EPAC2 antag 4%, D3 ag 1, D3 antag 3, aSyn rescue -1%, Abeta rescue 11% and TDP43 rescue 8%.
CC(C)(C)NC(=O)Cn1nnc(-c2cccs2)n1 was read as EPAC2 agonist -7%, EPAC2 antag 2%, D3 ag 2, D3 antag 12, aSyn rescue 2%, FUS yeast rescue 4%, Abeta rescue 20% and TDP43 rescue 17%.
O=C(O)C1(O)C[C@@H](O)C(O)[C@H](O)C1 (stereo partly specified) was read as EPAC2 agonist 8%, EPAC2 antag -13%, D3 ag 17, D3 antag -10, aSyn rescue 8%, FUS yeast rescue -37%, Abeta rescue -19% and TDP43 rescue 12%.
`CCOC(=O)c1ccc(S(=O)(=O)N2CCN(C(=O)CSc3nc4ccccc4o3)CC2)cc1` gave EPAC2 agonist 11%, EPAC2 antag 5%, D3 ag 2, D3 antag 8, aSyn rescue -2%, Abeta rescue 5% and TDP43 rescue -7%.
CC(=O)Nc1cccc(C(=O)OCC(=O)Nc2ccc(Cl)cn2)c1 was read as EPAC2 agonist 5%, EPAC2 antag 14%, D3 ag -9, D3 antag -3, aSyn rescue -9%, FUS yeast rescue 5%, Abeta rescue 2% and TDP43 rescue -12%.
For CCCCOc1ccc(C(=O)N/C(=C\c2cccc([N+](=O)[O-])c2)C(=O)OC(C)C)cc1 the results were EPAC2 agonist 5%, EPAC2 antag 3%, D3 ag 3, D3 antag 11, aSyn rescue -13%, FUS yeast rescue 10%, Abeta rescue 15% and TDP43 rescue -8%.
Screening Cc1[nH]nc2ncc(C(=O)c3cc(Cl)cc(Cl)c3O)cc12 returned EPAC2 agonist -4%, EPAC2 antag -15%, D3 ag -1, D3 antag 0, aSyn rescue -1%, FUS yeast rescue 24%, Abeta rescue -7% and TDP43 rescue -14%.

2 compounds picked at random from the list so far:
For CCCOc1ccc(F)cc1-c1cc(C(=O)NC2CCCCC2)[nH]n1 the results were EPAC2 agonist 9%, EPAC2 antag 3%, D3 ag -19, D3 antag -102*, aSyn rescue 0%, FUS yeast rescue inconclusive, Abeta rescue 11% and TDP43 rescue inconclusive.
`CCOC(=O)c1ccc(S(=O)(=O)N2CCN(C(=O)CSc3nc4ccccc4o3)CC2)cc1` gave EPAC2 agonist 11%, EPAC2 antag 5%, D3 ag 2, D3 antag 8, aSyn rescue -2%, Abeta rescue 5% and TDP43 rescue -7%.

Structural class, those above with an NH in an aromatic ring
Cc1ccc2[nH]cc(C(c3ccccc3)c3ccc(C)s3)c2c1 (stereo unspecified) was read as D3 ag -9, FUS yeast rescue 12%, Abeta rescue 10% and TDP43 rescue 20%.
Screening Cc1ccc(-n2c(=O)cc(N3CC(C)OC(C)C3)[nH]c2=O)cc1 (stereo unspecified) returned EPAC2 agonist 3%, EPAC2 antag 14%, D3 ag 1, D3 antag 1, aSyn rescue -5%, FUS yeast rescue -26%, Abeta rescue -19% and TDP43 rescue 14%.
For CCCOc1ccc(F)cc1-c1cc(C(=O)NC2CCCCC2)[nH]n1 the results were EPAC2 agonist 9%, EPAC2 antag 3%, D3 ag -19, D3 antag -102*, aSyn rescue 0%, FUS yeast rescue inconclusive, Abeta rescue 11% and TDP43 rescue inconclusive.
Screening Cc1[nH]nc2ncc(C(=O)c3cc(Cl)cc(Cl)c3O)cc12 returned EPAC2 agonist -4%, EPAC2 antag -15%, D3 ag -1, D3 antag 0, aSyn rescue -1%, FUS yeast rescue 24%, Abeta rescue -7% and TDP43 rescue -14%.
